Screens from PubChem BioAssay.
V-ATPase pH: yeast V-ATPase proton transport regulation by pHLuorin. S. cerevisiae, pHLuorin cytosolic pH fluorescence. response, % at 10 µM. 350,000 tested, 0.37% active. AID 504577; in the data active = response mostly above about 7.3%, no sharp cut-off; inactive = mostly below about 5.4%; also: actives read high; inactives centre near 0; some compounds called inactive have numbers as strong as hits; reference of the scale not given here
Wnt act: activates Wnt/beta-catenin signaling in a reporter cell assay; activator, plate reader; activation, % at 9.35 µM; 300,000 tested, 1.2% active; AID 743398; in the data active = activation above about 30%, passing the limit was not always enough;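 also: 0% = neutral control wells and 100% = positive control wells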
Rtt109 HAT inh: C. albicans Rtt109 histone acetyltransferase inhibition; 330,000 tested, 0.16% active; Q5AAJ8; purified Rtt109/Vps75, ThioGlo CoA-SH fluorescence, 4 h; inhibition, % at 34.9 µM;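 active = inhibition of at least 50% in every replicate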
CAL PDZ FP-1: blocks peptide binding to human CAL PDZ domain; purified CAL PDZ, TMR-peptide fluorescence polarization, 1 h; 330,000 tested, 0.02% active; AID 504414; inhibition, % at 20 µM; Q9HD26;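 active = highest replicate inhibition of at least 40%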;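 also: plate controls were DMSO neutral control wells for no effect and unlabeled competitor peptide control wells for full effect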
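System: purified tagged CAL PDZ domain construct (CerCALP). Schedule: 1 h incubation at room temperature before polarization reading. Medium: 25 mM sodium phosphate pH 7.4, 150 mM NaCl, TCEP, IgG, Thesit. Read-out: percent inhibition from loss of millipolarization. Measured by: FP readout, S and P plane fluorescence. Probe or stimulus: fluorescent TMR peptide probe.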
CAL PDZ FP-2: inhibitors of human CAL PDZ peptide binding | purified CAL PDZ, TMR-peptide fluorescence polarization, 1 h | inhibition, % at 24.9 µM | AID 602252 | 300,000 tested, 0.92% active;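 active = mean inhibition of at least 30% with at least half of replicates also reaching 30%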;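 also: 0% = DMSO neutral control and 100% = excess unlabeled competitor peptide PRC23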
Tat export inh: inhibitors of E. coli Tat protein transport. E. coli MC4100 TorA-mCherry Tat export, fluorescence. inhibition, % at 10 µM. 340,000 tested, 0.036% active. AID 488895;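 active = mean replicate inhibition at least 50% and at least half of replicates individually reaching 50%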;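 also: exported cargo escapes ClpAP degradation while cytoplasmic cargo is degraded and loses fluorescence; 0% = median of neutral control wells and 100% = median of NaSCN control wells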
MITF TRPM1 HTS: activators of MITF-driven TRPM1 promoter activity in SK-MEL-5 cells; SK-MEL-5 TRPM1-promoter luciferase, 24 h; % of positive control, neutral wells = 0; activation, % at 12.5 µM; 300,000 tested, 0.75% active;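 active = mean activation of at least 80% with every replicate also reaching 80%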;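 also: 0% = neutral control wells and 100% = parthenolide positive control wells; values of inactives mirror those of a sister screen read the other way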
dFosB act: enhances mouse delta FosB homodimer DNA binding | P13346 | activation, % at 25 µM | purified delta FosB, TAMRA-CDK5 oligo fluorescence polarization; percent of positive-control signal above neutral wells | 340,000 tested, 0.99% active;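 active = mean activation above about 17%, with every replicate also reaching it, limit read from the data, passing the limit was not always enough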;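 also: fluorescence polarization rise as delta FosB binds a TAMRA Cdk5 AP-1 oligo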
Target sequence (P13346 whole entry, looked up): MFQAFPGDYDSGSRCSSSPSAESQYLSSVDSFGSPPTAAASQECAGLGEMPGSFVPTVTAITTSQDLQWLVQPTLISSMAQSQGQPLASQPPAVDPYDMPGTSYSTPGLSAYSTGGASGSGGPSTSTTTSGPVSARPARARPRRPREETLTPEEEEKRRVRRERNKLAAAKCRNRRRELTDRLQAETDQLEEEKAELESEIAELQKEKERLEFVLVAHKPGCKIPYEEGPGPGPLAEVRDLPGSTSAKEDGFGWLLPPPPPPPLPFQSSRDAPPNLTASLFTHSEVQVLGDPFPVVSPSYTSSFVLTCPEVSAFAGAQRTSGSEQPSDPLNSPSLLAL
RTF Ca sens act: increases calcium sensitivity of human cardiac regulated thin filaments; 340,000 tested, 0.24% active; IANBD-labeled TnC RTF fluorescence at EC20 calcium; 0% EC20 calcium, 100% full calcium; activation, % at 7.2 µM;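 active = activation above the mean over all tested compounds plus 3 SD, cut at about 30% in these data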;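 also: rise in fluorescence read as greater calcium sensitivity of cardiac thin filaments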
CDK5 inh: blocks human CDK5/p35 kinase activity. AID 488839. Recombinant CDK5/p35, ADP-Glo luminescence, 60 min. inhibition, % at 10 µM. Q00535+Q15078. 330,000 tested, 0.01% active;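 active = highest replicate inhibition of at least 50% and at least 75% of replicates reaching 50%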;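 also: plate controls were DMSO neutral control for no effect and GW8510 at 10 µM for full effect; many of its hits are not listed in these tables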
Target sequence (Q00535 whole entry, looked up): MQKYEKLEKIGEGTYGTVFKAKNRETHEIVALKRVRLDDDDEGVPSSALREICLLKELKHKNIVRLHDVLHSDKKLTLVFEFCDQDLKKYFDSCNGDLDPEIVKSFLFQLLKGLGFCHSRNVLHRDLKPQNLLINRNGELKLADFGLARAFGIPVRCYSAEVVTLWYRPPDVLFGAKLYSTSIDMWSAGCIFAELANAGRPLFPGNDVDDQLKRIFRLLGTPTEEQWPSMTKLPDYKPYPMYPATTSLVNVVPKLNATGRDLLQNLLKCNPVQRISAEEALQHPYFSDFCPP
Target sequence (Q15078 whole entry, looked up): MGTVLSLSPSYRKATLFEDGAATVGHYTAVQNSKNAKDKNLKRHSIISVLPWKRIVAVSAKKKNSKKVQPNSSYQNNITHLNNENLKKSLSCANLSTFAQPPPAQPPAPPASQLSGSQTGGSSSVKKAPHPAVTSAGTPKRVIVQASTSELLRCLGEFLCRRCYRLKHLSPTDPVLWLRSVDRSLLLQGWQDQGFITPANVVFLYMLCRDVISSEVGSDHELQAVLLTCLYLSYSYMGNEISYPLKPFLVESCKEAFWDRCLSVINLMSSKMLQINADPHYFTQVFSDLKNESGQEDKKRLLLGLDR
* = called active by the depositor; / = not tested or not shown.

V-ATPase pH,Wnt act,Rtt109 HAT inh,CAL PDZ FP-1,CAL PDZ FP-2,Tat export inh,MITF TRPM1 HTS,dFosB act,RTF Ca sens act,CDK5 inh,Compound
3,-4,9,-2.4,-2,8,-4,-9,2,-5.4,O=C(CCNC(=O)c1ccco1)Nc1ccc(Cl)cc1F
-5,-3,13,-2.7,/,-4,-26,-14,-18,0.1,O=C(/C=C/c1ccco1)Oc1cc(Br)cc(/C=N/NC(=O)c2ccccc2O)c1
0,-1,14,-3.2,0,-5,3,-2,1,-5.5,CS(=O)(=O)Cc1ccc(C(=O)NCC2(N3CCCCC3)CCCCC2)cc1
2,-1,-8,-0.5,-2,0,-8,-15,0,0.7,CC(=O)NC(Cc1ccc(F)cc1)C(=O)NC1CCN(C(=O)NCc2ccccc2)CC1 (stereo unspecified)
-1,/,/,-6.5,-6,-3,/,-3,3,1.1,Cc1ccc(C(=O)c2coc3ccc(O)c(CN4CCN(C)CC4)c23)cc1
-1,-2,-2,-2.1,-2,-10,1,-8,6,1.1,NS(=O)(=O)c1ccc(NC(=S)Nc2ccc(C(=O)N3CCCCC3)cc2)cc1
1,-6,-8,0.1,2,11,4,0,-2,0.7,C=C/C(C)=C/CC1C(=C)CCC2C(C)(C(=O)O)CCCC12C (stereo unspecified)
-3,-2,-9,0.4,-21,7,3,-2,-3,-0.1,Cc1ccc(SCCNC(=S)Nc2cc(C)cc(C)c2)cc1
-5,1,-6,-0.3,1,-18,0,-7,4,0.0,COc1ccc(O[C@@H]2O[C@H](COC(C)=O)[C@@H](OC(C)=O)[C@H](OC(C)=O)[C@H]2NC(C)=O)cc1
0,-1,21,-3.0,-10,24,-12,-6,-1,-1.1,Cc1ccc(CN2CCNC(=O)C2CC(=O)N(C)C2CCCCC2)cc1 (stereo unspecified)
-2,-3,-4,-1.7,-1,-2,10,-14,3,0.7,COc1ccc(CN(C(=O)c2ccco2)c2ccc(Br)cc2)cc1OC
-4,0,-13,-3.5,-1,-3,0,-1,-3,0.0,CCn1c(CNC(=O)c2cccs2)n[nH]c1=S
0,-5,/,-0.8,-5,-10,6,-11,-9,-0.1,O=C(N/N=C/c1ccc(Br)o1)c1cncc(Br)c1
-3,-3,-6,-1.5,1,-3,32,-14,1,1.6,O=C(CSc1ccc(-c2ccccn2)nn1)N1CCCCC1
-3,-5,/,0.3,-3,-1,/,-6,5,0.0,O=C(Oc1cccnc1)c1ccc(Cl)c(Cl)c1
0,-1,22,-1.1,-5,0,7,3,-7,0.4,O=C1OCc2ccc(NC(=O)c3ccccc3C(=O)O)cc21
0,0,-7,-0.4,-1,7,13,-5,-3,0.0,COCCCNC(=O)CCN1N=C(c2ccccc2)CCC1=O
5,2,11,-1.4,2,12,-2,3,-2,-0.8,O=C1N[C@@H](Cc2c[nH]c3ccccc23)COC(=O)[C@@H](Cc2ccc(F)cc2)C/C=C\C[C@H]1CC(=O)N(CCO)Cc1ccccc1
-1,2,-1,-1.0,5,-2,-2,-11,2,1.5,CC1CC(C)CN(C(=O)c2cccc(S(=O)(=O)NCc3ccccc3)c2)C1 (stereo unspecified)
-2,0,-3,-6.5,-2,-3,-17,-9,0,-1.9,CC(=O)NCCc1nc2cc(NS(=O)(=O)c3ccccc3)ccc2n1C
1,-3,/,-0.1,0,8,-6,-14,-1,-2.0,C/C(=N\N=C1\NC(=O)C(CC(=O)Nc2ccc(C)c(Cl)c2)S1)C(C)C (stereo unspecified)
1,2,-4,0.4,/,1,-6,0,2,0.7,COc1cc(C(=O)N2CCc3ccccc32)cc(OC)c1OC
0,10,8,-2.9,-2,-1,10,-9,0,1.4,CC1CC(C)(C)CC2(C1)NC(=O)N(CC(=O)Nc1nccs1)C2=O (stereo unspecified)
-3,3,20,-0.6,0,1,4,-8,15,0.6,O=C1CC[C@@H]2CC3(C[C@@H]4CCN1[C@H]24)Nc1cc([N+](=O)[O-])ccc1NC3=NC1CCCCC1 (stereo partly specified)
-7,-2,-7,0.1,-2,1,-7,5,1,0.4,Clc1ccc(Cl)c(OCCN2CCOCC2)c1

Structural class, the entries above with fluorine
V-ATPase pH,Wnt act,Rtt109 HAT inh,CAL PDZ FP-1,CAL PDZ FP-2,Tat export inh,MITF TRPM1 HTS,dFosB act,RTF Ca sens act,CDK5 inh,Compound
3,-4,9,-2.4,-2,8,-4,-9,2,-5.4,O=C(CCNC(=O)c1ccco1)Nc1ccc(Cl)cc1F
2,-1,-8,-0.5,-2,0,-8,-15,0,0.7,CC(=O)NC(Cc1ccc(F)cc1)C(=O)NC1CCN(C(=O)NCc2ccccc2)CC1 (stereo unspecified)
5,2,11,-1.4,2,12,-2,3,-2,-0.8,O=C1N[C@@H](Cc2c[nH]c3ccccc23)COC(=O)[C@@H](Cc2ccc(F)cc2)C/C=C\C[C@H]1CC(=O)N(CCO)Cc1ccccc1

New compounds follow.
V-ATPase pH,Wnt act,Rtt109 HAT inh,CAL PDZ FP-1,CAL PDZ FP-2,Tat export inh,MITF TRPM1 HTS,dFosB act,RTF Ca sens act,CDK5 inh,Compound
0,19,27,-1.2,0,-10,-3,3,-4,1.7,Cc1ccc(NC(=O)C(C)N2CCCC2)cc1Cl (stereo unspecified)
-2,-2,-4,-1.5,-4,5,-5,-9,2,-5.8,COc1cccc(CC2(CO)CCCN(Cc3cnn(-c4ccccc4)c3)C2)c1 (stereo unspecified)
2,-2,1,-1.8,5,-3,-3,-1,2,0.3,CCc1nnc(NC(=O)C2CC(=O)N(Cc3ccccc3)C2)s1 (stereo unspecified)
0,0,0,-0.1,-7,-2,-5,-7,6,-0.3,Cc1ccnn1CCC(=O)N1CCCC(N2CCN(c3cccc(Cl)c3)CC2)C1 (stereo unspecified)
4,-1,-16,-0.7,-4,-8,-1,-7,-4,0.5,CC1CCCN(C(=S)Nc2ccc3nc4n(c(=O)c3c2)CCCCC4)C1 (stereo unspecified)
2,25,-2,-0.5,2,1,-6,-9,-4,-0.3,COc1ccccc1NC(=O)c1ccc(NC(=O)COC(=O)CCC2CCCC2)cc1
-5,0,/,-2.6,6,-2,-10,-14,-2,1.5,COc1ccc(/C=C(\C#N)C(=O)OCC(=O)NCc2ccco2)cc1
-2,1,-4,-0.9,-1,4,7,-13,-6,0.7,CCCN1/C(=C2/SC(=S)N(CC)C2=O)C=Cc2ccccc21
-1,/,0,-1.5,0,-4,7,3,0,-2.5,Cc1ccc2ncc([N+](=O)[O-])n2c1
-2,-1,11,0.3,-2,-4,0,0,-2,0.6,COc1nccnc1NS(=O)(=O)c1ccc(N)cc1
2,-6,-1,-1.6,-3,5,-1,6,2,0.6,NC(=O)CN1C(=O)C2C3C=CC(C3)C2C1=O (stereo unspecified)
4,-1,-5,-11,12,28,-8,-4,7,-9.0,CNC(=O)CSc1nnc(-c2ccco2)n1-c1cccc(C)c1C
2,2,-3,/,2,-20,5,-10,0,0.8,O=C(O)C1CCCN1S(=O)(=O)c1ccc(Cl)cc1 (stereo unspecified)
0,5,4,-1.1,-3,2,-2,-10,9,0.2,COc1ccc(C2CC(c3ccccc3)=NN2C(=O)COC(=O)C2CC2)cc1 (stereo unspecified)
-1,0,-4,1.2,-3,5,11,-6,-1,0.8,CCOc1ccc(OCC)c(S(=O)(=O)n2cnc(C)c2)c1
-3,5,-4,-0.7,-3,7,71,1,-6,-1.5,COc1ccc(/C=N/NC(=O)c2nc(-c3ccccc3)cc(-c3ccccc3)n2)cc1O
-1,-2,4,-3.4,-1,2,-72,-1,9,1.6,CCOC(=O)N1CCC(NC(=O)C2CCCN(Cc3nc(-c4cccc(C)c4)oc3C)C2)CC1 (stereo unspecified)
-2,-5,7,-2.1,-2,-4,-5,-4,3,-1.9,COc1ccc(NS(=O)(=O)c2ccc(Br)s2)cc1OC
-1,1,-1,-0.9,2,10,9,0,-3,-5.5,COc1ccc(-c2noc(CCC(=O)N3CCN(c4cccc(C)c4C)CC3)n2)cc1
2,-3,1,-0.5,-6,4,4,1,-3,-1.3,CCS(=O)(=O)c1nc(S(=O)(=O)c2ccc(Cl)cc2)c(N2CCc3ccccc3C2)s1
-2,-2,-7,-1.5,3,-2,-11,-14,13,1.4,COc1ccccc1NC(=O)Cn1nnc(-c2ccccc2NS(=O)(=O)c2ccccc2)n1
9,2,-5,-1.2,-3,4,-17,-9,-4,0.0,Cc1ccc(NC(=S)Nc2cccc3ccccc23)cc1F
-2,/,82*,0.1,-11,-2,5,166*,1,0.5,COc1cc2nc(NCCCN3CCN(C)CC3)n3nc(-c4ccccc4)nc3c2cc1OC
1,-2,-6,-0.5,-5,-1,4,-2,0,1.6,O=C(c1cccc(C(F)(F)F)c1)N1CCOc2ccccc21
0,-3,-7,-3.1,-1,-4,3,-6,1,-1.5,COc1ccc(Cl)cc1NC(=O)CN1CCN(C(=O)N2CCOCC2)CC1
5,-1,9,-3.1,/,7,2,-7,0,-3.5,COc1ccc(Br)cc1/C=N/NC(=O)c1cccc(S(=O)(=O)N2CCOCC2)c1
-5,2,-2,-0.2,-3,-1,/,-11,1,0.4,CCCCNC(=O)C1CCN(C(=O)Nc2ccc(C)cc2)CC1

Some of these compounds in order of the Tat export inh value, highest first.
| mol | V-ATPase pH | Wnt act | Rtt109 HAT inh | CAL PDZ FP-1 | CAL PDZ FP-2 | Tat export inh | MITF TRPM1 HTS | dFosB act | RTF Ca sens act | CDK5 inh |
| --- | --- | --- | --- | --- | --- | --- | --- | --- | --- | --- |
| CCOc1ccc(OCC)c(S(=O)(=O)n2cnc(C)c2)c1 | -1 | 0 | -4 | 1.2 | -3 | 5 | 11 | -6 | -1 | 0.8 |
| CCS(=O)(=O)c1nc(S(=O)(=O)c2ccc(Cl)cc2)c(N2CCc3ccccc3C2)s1 | 2 | -3 | 1 | -0.5 | -6 | 4 | 4 | 1 | -3 | -1.3 |
| CC1CCCN(C(=S)Nc2ccc3nc4n(c(=O)c3c2)CCCCC4)C1 (stereo unspecified) | 4 | -1 | -16 | -0.7 | -4 | -8 | -1 | -7 | -4 | 0.5 |
